Casp6 inh: inhibitors of human caspase-6. P55212. purified caspase-6, Z-VEID-R110 cleavage fluorescence. inhibition, % at 12.5 µM. hit rate 0.53% among 350,000. AID 686996;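 active means mean inhibition across replicates at least about 35%, with every replicate also reaching that limit, limit read from the data; inconclusive means only one of the two criteria met; inactive means neither criterion met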;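 further: 0% = median of neutral control wells and 100% = no fluorescence left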
Target sequence (P55212 24-179 limits assumed): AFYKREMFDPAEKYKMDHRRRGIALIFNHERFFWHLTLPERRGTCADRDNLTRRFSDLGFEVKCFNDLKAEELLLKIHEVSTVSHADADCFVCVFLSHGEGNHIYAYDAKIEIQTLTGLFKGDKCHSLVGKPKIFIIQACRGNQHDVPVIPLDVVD
Target sequence (P55212 194-293 limits assumed): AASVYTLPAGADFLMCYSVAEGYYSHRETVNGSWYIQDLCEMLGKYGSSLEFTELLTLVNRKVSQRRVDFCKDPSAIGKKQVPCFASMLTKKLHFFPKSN
SIRT5 inh: sirtuin-5 (human) deacylase inhibition; Q9NXA8; Purified SirT5, succinyl-peptide AMC, trypsin-coupled fluorescence; inhibition, % at 15 µM; hit rate 1.1% among 330,000; AID 652115; in the data active means inhibition above about 15%; inconclusive means no clear call, values can overlap the other calls
Target sequence (Q9NXA8 whole entry, looked up): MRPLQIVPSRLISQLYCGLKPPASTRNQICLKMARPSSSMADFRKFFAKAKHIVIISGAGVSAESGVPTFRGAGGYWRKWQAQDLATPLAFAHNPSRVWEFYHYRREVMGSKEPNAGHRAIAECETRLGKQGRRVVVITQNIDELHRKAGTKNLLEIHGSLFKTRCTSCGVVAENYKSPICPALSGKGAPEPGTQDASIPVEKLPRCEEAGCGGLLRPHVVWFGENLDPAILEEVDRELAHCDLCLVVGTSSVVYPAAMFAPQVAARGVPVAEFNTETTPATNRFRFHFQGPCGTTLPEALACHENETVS
ERAP1 HTS inh: blocks human ERAP1 aminopeptidase activity; Q9NZ08; recombinant ERAP1, Leu-AMC fluorescence, 60 min; inhibition, % at 10.7 µM; hit rate 0.15% among 340,000;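 active means mean replicate inhibition of at least 30%, or all replicates individually reaching that 30% level; inactive means mean below 30% and not every replicate reaching it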;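 further: 0% = neutral control wells and 100% = L-leucinethiol positive control wells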
miR122 inh: blocks miR-122 activity in Huh7 sensor cells | Huh7 miR-122 Renilla luciferase sensor, 48 h; neutral wells = 0, positive control = 100 | activation (reporter increase), % at 12.5 µM | hit rate 0.3% among 340,000 | AID 602342;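 active means mean replicate activation score at least 90 and every replicate individually at or above 90; inconclusive means only one of the two criteria met; inactive means neither criterion met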;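 further: higher luciferase means less miR-122 activity so hits act as miR-122 inhibitors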
ERp5 block: ERp5 (human) disulfide isomerase inhibition; hit rate 0.05% among 350,000; Q15084; AID 651711; inhibition, % at 9.99 µM; ERp5 insulin aggregation, absorbance 650 nm, 90 min;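 active means mean replicate inhibition above about 25%, with every replicate also reaching it, limit read from the data, passing the limit was not always enough; inconclusive means only one of those two criteria met; inactive means neither criterion met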
Target sequence (Q15084 whole entry, looked up): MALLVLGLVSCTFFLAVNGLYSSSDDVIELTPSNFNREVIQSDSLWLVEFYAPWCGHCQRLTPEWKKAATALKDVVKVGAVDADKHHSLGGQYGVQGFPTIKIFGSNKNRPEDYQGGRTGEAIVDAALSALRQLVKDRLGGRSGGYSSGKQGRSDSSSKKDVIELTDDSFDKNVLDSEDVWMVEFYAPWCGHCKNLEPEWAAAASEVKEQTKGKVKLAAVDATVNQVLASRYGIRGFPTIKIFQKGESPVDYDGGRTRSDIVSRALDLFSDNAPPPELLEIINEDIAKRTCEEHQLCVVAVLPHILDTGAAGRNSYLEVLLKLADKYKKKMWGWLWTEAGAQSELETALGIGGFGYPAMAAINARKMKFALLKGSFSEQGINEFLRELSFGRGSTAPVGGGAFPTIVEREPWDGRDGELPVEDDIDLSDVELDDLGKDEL
DENV2 CPE rescue: inhibitors of DENV2 cytopathic effect; AID 651640; CPE inhibition, % at 9.99 µM; hit rate 1.7% among 350,000; DENV2-infected cells, cytopathic effect rescue, plate reader; in the data active means CPE inhibition above about 20%, passing the limit was not always enough; inconclusive means no clear call, values can overlap the other calls; tested in BHK-21 cells;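 further: 0% = median of neutral control wells and 100% = median of positive control wells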
CFTR F508del cor: correctors of CFTR F508del function in bronchial epithelial cells. CFBE cells, YFP halide quenching; stimulated with forskolin plus potentiator P3; % fluorescence drop versus neutral controls. activity (quench increase), % at 7.58 µM. hit rate 0.36% among 350,000. AID 720511;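 active means mean added fluorescence quench of at least 8% versus neutral control, with both replicates also reaching 8%; inconclusive means only one of the mean or replicate conditions met; inactive means mean below 8% and not both replicates reaching 8%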;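 further: cells transiently co-express mutant CFTR-F508del with the halide-sensitive YFP; corrector assay measuring rescue of mutant channel to the surface after 24 h compound exposure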
An asterisk follows results filed as active; u = inconclusive; x = no result given; & = joins results of further samples; [ ] = another dose, or the depositor's remark. The order is random (roughly 4% active in at least one column).

SMILES | Casp6 inh | SIRT5 inh | ERAP1 HTS inh | miR122 inh | ERp5 block | DENV2 CPE rescue | CFTR F508del cor
COC(=O)C1=C(CS(=O)(=O)c2ccc(Cl)cc2)NC(=O)NC1c1ccc(O)cc1 (stereo not given) | 1.3 | 2.6 | -0.3 | -1.5 | -1.7 | -1.3 | -1.7
C[C@@H]1CN([C@H](C)CO)C(=O)c2cc(C#CC(C)(C)O)cnc2O[C@H]1CN(C)C(=O)C1CCOCC1 | 0.3 | -3.0 | -3.0 | -6.3[16.7 µM] | 3.0 | 8.2 | -0.9
COc1ccc(C(C(N)=O)c2ncc(C(F)(F)F)cc2Cl)cc1OC (stereo not given) | -0.4 | -0.5 | 2.6 | 2.1 | -1.1 | -6.5 | -5.5
Cc1ccccc1C(=O)N1c2ccccc2OCC1C(C)(C)C (stereo not given) | -0.8 | -3.9 | -7.6 | -9.7 | -7.1 | 3.7 | -0.4
Cc1ccccc1-c1cnc2c(c1)C(=O)N([C@H](C)CO)C[C@@H](C)[C@H](CN(C)C(=O)c1ccncc1)O2 | -0.2&2.4&1.8 | 0.2&-2.0&-1.8 | -1.4&-3.9&-1.4 | -4.2 | 2.1&-7.4&-7.6 | 2.1&-1.4&2.1 | -2.0&0.4&0.5
Cc1ccc(/C=C2\Oc3cc(OCC(=O)NN)ccc3C2=O)o1 | 2.7 | -0.5 | 2.5 | -2.8 | 2.0 | 6.4 | -2.5
CCc1ccc(CNC(=O)C2CCCN(S(=O)(=O)N(CC)c3ccccc3)C2)cc1 (stereo not given) | -2.9 | -1.0 | 1.9 | -5.4 | -8.8 | -6.1 | 0.4
N/C(=N\c1nc(CSc2ccc(Cl)cc2)cc(=O)[nH]1)Nc1ccccc1C(F)(F)F | 0.8 | -3.9 | 6.9 | x | -3.5 | -2.4 | -0.6
Cc1ccc(Nc2nc(NCC3CC3)nc3ccsc23)c(C)c1 | -0.1 | -5.3 | 7.6 | -29.3 | -6.1 | 3.7 | 2.3
O=C(NCCN1CCC(n2c(=O)[nH]c3ccccc32)CC1)c1ccc(C(F)(F)F)cc1C(F)(F)F | -7.6 | -5.3 | -2.9 | x | -3.6 | -3.8 | 3.9

Compound profiles, from the list above. Order of values: Casp6 inh, SIRT5 inh, ERAP1 HTS inh, miR122 inh, ERp5 block, DENV2 CPE rescue, CFTR F508del cor
`COc1ccc(C(C(N)=O)c2ncc(C(F)(F)F)cc2Cl)cc1OC` (stereo not given) is listed as -0.4, -0.5, 2.6, 2.1, -1.1, -6.5, -5.5
`Cc1ccccc1-c1cnc2c(c1)C(=O)N([C@H](C)CO)C[C@@H](C)[C@H](CN(C)C(=O)c1ccncc1)O2` is listed as -0.2&2.4&1.8, 0.2&-2.0&-1.8, -1.4&-3.9&-1.4, -4.2, 2.1&-7.4&-7.6, 2.1&-1.4&2.1, -2.0&0.4&0.5
`Cc1ccc(/C=C2\Oc3cc(OCC(=O)NN)ccc3C2=O)o1` is listed as 2.7, -0.5, 2.5, -2.8, 2.0, 6.4, -2.5

(cont.)
SMILES | Casp6 inh | SIRT5 inh | ERAP1 HTS inh | miR122 inh | ERp5 block | DENV2 CPE rescue | CFTR F508del cor
CC(C)CNC(=O)CSc1nnc(-c2ccc(Cl)cc2)n1N | 1.9 | 2.4 | 0.4 | -0.8 | -1.9 | 1.9 | 0.7
OCCCc1nc2ccccc2n1Cc1ccccc1 | -0.9 | 1.6 | -1.1 | -4.8 | 2.5 | -0.5 | -1.1
CC(=O)N1CCN(S(=O)(=O)c2c(C)n(C)c(=O)n(C)c2=O)CC1 | 1.8 | 1.0 | -1.5 | x | 0.8 | 4.0 | 0.6
C[C@@H]1CN([C@H](C)CO)C(=O)c2c(c3ccccc3n2C)-c2ccccc2CO[C@H]1CN(C)Cc1ccc(O)cc1 | -1.6 | x | 2.6 | x | -1.7 | -1.7 | 1.3
c1csc(-c2nc(NCC3CCCO3)c3ccccc3n2)c1 (stereo not given) | -0.2 | -0.2 | -0.6 | 0.0 | -2.2 | 4.3 | -2.5
O=C(COc1ccccc1)NNC(=S)NC(=O)c1ccccc1 | -0.2 | -3.5 | 2.1 | -5.5 | 8.7 | -1.7 | -0.2
COc1ccc(C(=O)NC(C)CCc2ccccc2)c(OC)c1 (stereo not given) | 1.4 | -0.6 | 2.8 | x | -5.5 | 3.1 | -2.1
C[C@H](CO)N1C[C@H](C)[C@H](CN(C)Cc2ccccc2)Oc2c(NS(C)(=O)=O)cccc2C1=O | 0.0 | 1.5 | 1.4 | 31.3[16.7 µM] | -1.9 | 3.7 | 0.5
CCC(=O)Nc1nnc(-c2ccccn2)o1 | -0.1 | -2.6 | -0.1 | x | -2.0 | -6.8 | x
OC[C@@H]1[C@H](c2ccc(C3=CCCC3)cc2)[C@H]2CN(Cc3ccncc3)CCCCN12 | 3.0 | 5.0 | -1.2 | 4.2[16.7 µM] | 4.1 | 41.0* | 4.7
COc1ccc(NC(=O)N(C)C[C@H]2Oc3c(NC(=O)Nc4cccc5ccccc45)cccc3C(=O)N([C@H](C)CO)C[C@H]2C)cc1 | -2.0 | -8.5 | -1.0 | -1.1[16.7 µM] | -3.1 | -4.8 | 1.6
Cc1ccc(S(=O)(=O)Nc2nc3ccccc3s2)cc1[N+](=O)[O-] | -1.7 | -4.3 | -0.9 | 63.5 | -4.5 | 7.2 | -3.8
CCC(=O)Nc1cc2nn(-c3ccc(C)cc3)nc2cc1C | -4.5 | -1.0 | -1.5 | -1.2 | 6.3 | 0.5 | -1.6
O=C(Nc1cc(-c2ccccc2)nn1-c1c(Cl)cccc1Cl)c1ccc(F)cc1 | -1.8 | -0.7 | 5.5 | -3.6 | -3.6 | 19.2 | 2.5
O=C(CN1CCN(C(=O)c2cncn2-c2ccccc2)CC1)Nc1ccccc1Cl | -7.0 | -1.6 | 3.1 | -0.7 | -0.6 | -0.7 | -4.5
COc1ccc(S(=O)(=O)NNC(=O)C(=O)NNc2ccccn2)cc1 | -2.6 | 2.5 | 2.1 | -2.6 | 1.5 | -4.2 | 1.1
COc1ccccc1CNC(=O)C[C@H]1CC[C@@H]2[C@H](COC[C@H](O)CN2C(=O)Nc2ccc(Cl)cc2)O1 | 0.0 | 3.1 | -1.0 | -1.6[16.7 µM] | 0.4 | -13.3 | -0.2
CO[C@H]1CN(C)C(=O)c2cc(NS(=O)(=O)c3ccc(Cl)cc3)ccc2OC[C@@H](C)N(C)C[C@@H]1C | 0.6 | -1.3 | 3.9 | x | 18.2 | -9.1 | 0.7
CCC(=O)Nc1nnc(SCc2cccc(F)c2)s1 | 0.8 | -0.9 | 1.2 | x | 7.1 | 2.1 | 3.2
COc1ccc(OCC(=O)NC(=O)c2ccccc2)c([N+](=O)[O-])c1 | -1.8 | -7.5 | -2.9 | 5.1 | -9.1 | 4.9 | -5.1
CN(CC(=O)NCCc1ccc(S(N)(=O)=O)cc1)CC(=O)Nc1cccc(F)c1 | 23.3 | -0.7 | -3.4 | -13.9 | 1.5 | 3.8 | 0.1
C=C1CCN([C@@H](C)C(=O)NCc2ccc(OC)cc2)S(=O)(=O)c2ccccc21 | x | x | -0.1 | 0.4 | -6.0 | -8.3 | -1.5
C[C@@H]1CCCCO[C@@H](CN(C)C(=O)Nc2ccc3c(c2)OCO3)[C@H](C)CN([C@@H](C)CO)C(=O)c2cc(NC(=O)Cc3ccccc3)ccc2O1 | x | x | x | -9.3[16.7 µM] | x | -7.9 | 2.8
O=C(N/N=C/c1cccc([N+](=O)[O-])c1)c1ccc(CN2CCOCC2)cc1 | -0.5 | 1.7 | 5.9 | x | -1.7 | 2.0 | x
O=C(c1cc2cc(F)ccc2[nH]1)N1CCCC(Nc2ccc(F)cc2)C1 (stereo not given) | 0.5 | -3.6 | -1.4 | 11.3 | 2.5 | 1.3 | -2.0
COCC(=O)N(C)C[C@@H]1Oc2ncc(-c3ccc(F)cc3)cc2C(=O)N([C@@H](C)CO)C[C@@H]1C | -2.7 | 2.5 | 3.1 | 3.4[16.7 µM] | 4.2 | -9.9 | 2.7
COc1ccc(NC(=O)CN(C)C(=O)CNC(=O)c2ccc3c(c2)OCO3)cc1 | -1.6 | -7.1 | -5.5 | -2.5 | 1.5 | 1.8 | 2.3
CCCc1cc(=O)[nH]c(SCCc2ccccc2)n1 | -0.9 | 1.2 | 0.5 | 3.1 | 5.9 | 1.0 | -2.2
O=C(C[C@@H]1CC[C@@H]2[C@H](COC[C@@H](O)CN2S(=O)(=O)c2ccc(F)cc2)O1)NCC1CC1 | 0.1 | 0.9 | 1.1 | -0.4[16.7 µM] | -1.3 | 2.9 | 0.2
CC1(C)C=C(c2ccc(C=O)s2)CC(C)(C)N1C=O | -0.1 | 3.2 | 12.3 | x | 1.2 | -2.0 | x
CCCc1nn(C)c2c(=O)[nH]c(-c3cc(S(=O)(=O)N(CCO)CCO)ccc3OCC)nc12 | 2.8 | 1.8 | x | -0.1 | 2.2 | 2.1 | 1.1
O=C(CCC(=O)N1CCc2ccccc2C1)NCCc1ccc(Cl)cc1 | 1.7 | -0.3 | 2.6 | -1.6 | -2.9 | u | -1.4
CCN(CC)CCNC(=O)c1cc2c(=O)n(C)c3ccccc3c2s1 | -14.0 | -17.4 | 0.2 | -2.4 | 2.0 | -3.2 | 3.1
NC(N)=NS(=O)(=O)c1ccc(NC(=S)Nc2ccc(F)cc2)cc1 | x | -3.3 | -1.4 | x | 3.1 | -0.9 | -1.2
O=C(CCn1nnnc1CN1CCOCC1)N1CCC(c2cccc(Cl)c2)C1 (stereo not given) | -0.1 | -5.2 | -1.2 | -3.0 | 5.9 | 0.1 | 2.2
Cc1ccc(NC(=O)Cn2cnc3c(OCc4ccccc4)ncnc32)cc1C | 3.6 | -3.9 | 0.7 | -5.9 | -2.1 | 5.7 | 4.4
C=CCCN(C(CC(C)C)C(=O)OC)S(=O)(=O)c1ccccc1Br (stereo not given) | 0.5 | -6.3 | 0.6 | -1.4 | 0.9 | -5.7 | 0.7
C/C=C/c1ccc2c(c1)O[C@H](CN(C)C(=O)Cc1cccnc1)[C@H](C)CN([C@H](C)CO)S2(=O)=O | -2.1 | 0.4 | -0.1 | -42.6[16.7 µM] | -4.4 | -3.7 | 1.5
CC(C)c1ccc([C@@H]2O[C@H](C)CC3=C2C(=O)OC(C)(C)O3)cc1 | 1.0 | -2.4 | x | x | -2.9 | 11.3 | -0.3
OC[C@H]1OC(O)C[C@@H](O)[C@@H]1O (stereo not given in full) | -3.4 | -5.3 | 0.5 | 2.8 | -0.6 | 6.5 | -0.7
O=C(NCCCNC(=O)c1ccco1)c1cccc(F)c1 | 15.2 | 1.4 | 0.1 | x | 0.8 | -1.7 | 1.1
CCN(CC)CCNC(=O)c1cc2ccccc2nc1Cl | -1.6 | 0.6 | -1.5 | x | -5.0 | 0.4 | -1.5
O=C(Nc1ccccc1)[C@@H]1[C@@H](CO)[C@@H]2Cn3c(cccc3=O)[C@@H]2N1C(=O)C1CCCC1 | 1.5 | 0.1 | -5.7 | x | -1.6 | -13.3 | x
Cc1noc(C)c1S(=O)(=O)N(C)C[C@H]1Oc2ccc(NS(=O)(=O)c3ccccc3)cc2CC(=O)N([C@@H](C)CO)C[C@H]1C | 1.9 | -1.9 | -1.1 | 6.3[16.7 µM] | -2.5 | -6.3 | 1.1
O=C(COc1c(F)c(F)cc(F)c1F)NNC(=O)CC1CCS(=O)(=O)C1 (stereo not given) | -0.5 | -2.1 | -0.9 | 2.0 | 0.5 | 5.3 | -2.3
O=C(O)c1ccc(S(=O)(=O)N(Cc2ccc(F)cc2)C2CCCCC2)cc1 | 9.4 | -2.8 | -1.3 | -3.1 | 2.8 | -3.6 | 2.2
COc1ccc(CN(C)C[C@@H]2Oc3ccc(NC(=O)Cc4cn(C)c5ccccc45)cc3C(=O)N([C@@H](C)CO)C[C@@H]2C)cc1 | 0.5 | 6.1 | -1.5 | 3.6[16.7 µM] | 0.9 | 17.6 | 2.0
C[C@@H]1CCCCO[C@H](CN(C)S(C)(=O)=O)[C@H](C)CN([C@@H](C)CO)C(=O)c2cc(NC(=O)Nc3ccc4c(c3)OCO4)ccc2O1 | 0.5 | 5.1 | -2.5 | -4.4[16.7 µM] | -1.3 | -1.9 | -2.2
O=C(CCCOc1ccc(Cl)cc1Cl)Nc1cc(S(=O)(=O)N2CCOCC2)ccc1N1CCOCC1 | 0.4 | -17.6 | -3.6 | x | 3.9 | -1.4 | -2.0

From PubChem
